TDP-43 yeast inh: rescues yeast growth from TDP-43 toxicity; TDP-43 expressing yeast growth rescue, BacTiter-Glo, 24 h; Potency, µM (doses to about 46.1 µM), without a hit: at the highest dose growth rescue (activation), usual class: activators; 1.8% of 410,000 active; also: % of control where 0% means no effect; nearly all actives have a fitted effect of over 50% in size
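Yeast cells expressing TDP-43 under galactose induction are exposed to compounds for 24 hr at 30 deg C. BacTiter-Glo luminescence measures growth, so protective compounds score as activators.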
GLP-1R inv ag: acts as inverse agonist at human GLP-1 receptor; P43220; HEK293 GLP-1R CRE-luciferase, luminescence, 24 h; GLP-1R form is constitutively active; Potency, µM (top dose mostly 38.3 µM), inactives show at the highest dose activity change, negative = inhibition, hits mostly inhibitors; 1.6% of 410,000 active; also: % is scaled to controls: 0 for no effect and ±100 for the full control effect; nearly all actives have a fitted effect of over 55% in size
Target sequence (P43220 whole entry, looked up): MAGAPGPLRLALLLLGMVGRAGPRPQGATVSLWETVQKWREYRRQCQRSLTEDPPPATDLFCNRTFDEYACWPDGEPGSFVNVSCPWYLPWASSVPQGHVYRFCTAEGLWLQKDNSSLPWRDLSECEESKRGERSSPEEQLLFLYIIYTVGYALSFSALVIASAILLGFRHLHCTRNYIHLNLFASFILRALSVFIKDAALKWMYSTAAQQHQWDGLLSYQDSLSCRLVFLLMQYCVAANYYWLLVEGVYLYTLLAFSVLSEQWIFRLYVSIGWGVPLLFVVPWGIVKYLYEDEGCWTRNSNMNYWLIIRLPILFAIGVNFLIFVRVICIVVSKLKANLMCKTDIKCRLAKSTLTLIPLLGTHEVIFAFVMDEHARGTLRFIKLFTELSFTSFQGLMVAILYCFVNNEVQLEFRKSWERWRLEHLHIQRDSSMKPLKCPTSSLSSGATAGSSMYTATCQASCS
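Luminescence readout: a drop in cAMP-driven luciferase signal flags inverse agonism at a constitutively active GLP-1R stably expressed in HEK293. Compound exposure lasted 24 hr at 37 deg C, 5% CO2.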
GLP1R cytotox: cytotoxic in the GLP-1 receptor inverse agonist counter-screen; HEK293 cAMP-luciferase reporter cells, luminescence, 24 h; Potency, µM (series often up to 38.3 µM), for inactives: at the top dose activity change, negative = inhibition, hits mostly inhibitors; 0.13% of 410,000 active; AID 624418;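 also: loss of luciferase light is scored as toxicity; % is scaled to controls: 0 for no effect and ±100 for the full control effect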
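Compound-treated cells are incubated 24 hr at 37 deg C under 5% CO2 after a 12 hour attachment period, then luciferase detection reagent is added and luminescence is measured following 12 min at room temperature; lowered signal indicates toxicity.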
An asterisk follows results filed as active; ? = inconclusive. Calls follow the shape of the dose curve; as a rule, active = well fitted curve in the direction sought with a large enough effect; inconclusive = small, poorly fitted or top-dose-only effect, or another doubt; inactive = no such curve, though single readings can be large; an effect the other way counts as inactive or inconclusive. Potency is read from the fitted curve at half-maximal effect. These rows are one share of the data, so the mix of outcomes need not match the whole.

SMILES	TDP-43 yeast inh	GLP-1R inv ag	GLP1R cytotox
CCOc1ccccc1Nc1ncnc2c1c(-c1ccccc1)cn2-c1ccc(OC)cc1	-6%	?	-6%
CCOc1ccc(C2C(C(=O)Nc3ccccc3OC)=C(C)Nc3c(C(=O)Nc4cccc(C)c4)cnn32)cc1 (centres undefined)	19%	?	-6%
O=C(Cn1nc2c(cc1=O)CCCC2)Nc1ccccc1C(F)(F)F	20%	-2%	0%
O=C(COc1ccc2ccccc2c1)NC1CC(=O)N(c2ccc(F)cc2)C1 (centres undefined)	21%	-15%	-2%
O=C(CCS(=O)(=O)c1nc(-c2cccs2)cc(C(F)(F)F)n1)Nc1cccc(O)c1	15%	?	?
Cc1cccc(Nc2cc(C)nc(-n3nc(C)cc3C)n2)c1	21%	?	-9%
Cc1cn2c(=O)cc(COC(=O)c3ccc(NC(=O)c4ccccc4C)cc3)nc2s1	24%	14%	1%
CCOC(=O)C1=C(CN(C)Cc2ccccc2)NC(=O)NC1c1ccc(OC)cc1 (centres undefined)	19%	?	2%
Cc1c(C(=O)N(Cc2ccc(N(C)C)cc2)Cc2ccco2)oc2cc(Br)ccc12	1%	2%	-3%
CC(=O)N1c2ccc(S(=O)(=O)NCC3CCC(C(=O)Nc4cccc(C)c4C)CC3)cc2CC1C (centres undefined)	-2%	10%	1%
O=C(O)c1ccc2c(c1)N(Cc1ccc(F)cc1Cl)C(=O)c1ccccc1S2	?	?	-7%
O=C(Cc1ccc(F)cc1)NC1CC(=O)N(c2ccccc2)C1 (centres undefined)	21%	13%	4%

Retrieved by structure from above, 6 records:
SMILES	TDP-43 yeast inh	GLP-1R inv ag	GLP1R cytotox
CCOC(=O)C1=C(CN(C)Cc2ccccc2)NC(=O)NC1c1ccc(OC)cc1 (centres undefined)	19%	?	2%
O=C(COc1ccc2ccccc2c1)NC1CC(=O)N(c2ccc(F)cc2)C1 (centres undefined)	21%	-15%	-2%
O=C(CCS(=O)(=O)c1nc(-c2cccs2)cc(C(F)(F)F)n1)Nc1cccc(O)c1	15%	?	?
O=C(Cn1nc2c(cc1=O)CCCC2)Nc1ccccc1C(F)(F)F	20%	-2%	0%
CCOc1ccc(C2C(C(=O)Nc3ccccc3OC)=C(C)Nc3c(C(=O)Nc4cccc(C)c4)cnn32)cc1 (centres undefined)	19%	?	-6%
Cc1cn2c(=O)cc(COC(=O)c3ccc(NC(=O)c4ccccc4C)cc3)nc2s1	24%	14%	1%

Remaining list, next part
SMILES	TDP-43 yeast inh	GLP-1R inv ag	GLP1R cytotox
CCCCOc1ccc(C(=O)Nc2ccc3oc(-c4cccnc4)nc3c2)cc1	16%	7%	1%
COc1ccccc1CNC(=O)CCCc1nnc2n(CC(C)C)c(=O)c3sccc3n12	2%	2%	-12%
CCOc1ccc(C(=O)Nc2ccc3c(c2)N(C(C)=O)CCC3)cc1OCC	8%	19%	-8%
CCOC(=O)Cn1c(=O)n(CC2CCCO2)c2nc(-c3ccccc3OC)nc(C(N)=O)c21 (centres undefined)	-9%	15%	-6%
CCOC(=O)c1ccc(NC(=O)Cn2c3ncccc3c(=O)n2-c2ccc(C)c(C)c2)cc1	0%	-19%	-9%
O=c1cc(-c2ccccc2)n2c(SCc3ccccc3)nnc2[nH]1	19%	6%	5%
O=C(Nc1nc(-c2ccc(Br)cc2)ns1)c1ccc(F)cc1	3%	5%	4%
COc1ccccc1CNC(=O)c1ccc2[nH]c(C)c(C)c2c1	?	-2%	-1%
CCOc1ccc(CNC(=O)Cn2nc(C)c3nn(-c4ccc(Cl)cc4)c(C)c3c2=O)cc1OC	18%	-2%	-5%
CCCN(CCC)C(=O)Cn1c(=O)n(-c2ccc(Cl)c(Cl)c2)c(=O)c2c(C)c(C(=O)N(C)C)sc21	12%	15%	-2%
COC(=O)C(Cc1c[nH]c2ccccc12)NC(=O)COc1cccc(C)c1 (centres undefined)	3%	4%	4%
Cc1ccc(NC(=O)C2CCCN2S(=O)(=O)c2cccc3cccnc23)cc1C (centres undefined)	25%	9%	-2%

Reformatted: results already given
SMILES: CCOc1ccc(CNC(=O)Cn2nc(C)c3nn(-c4ccc(Cl)cc4)c(C)c3c2=O)cc1OC
  TDP-43 yeast inh: 18% | GLP-1R inv ag: -2% | GLP1R cytotox: -5%

SMILES: CCCN(CCC)C(=O)Cn1c(=O)n(-c2ccc(Cl)c(Cl)c2)c(=O)c2c(C)c(C(=O)N(C)C)sc21
  TDP-43 yeast inh: 12% | GLP-1R inv ag: 15% | GLP1R cytotox: -2%

SMILES: COC(=O)C(Cc1c[nH]c2ccccc12)NC(=O)COc1cccc(C)c1 (centres undefined)
  TDP-43 yeast inh: 3% | GLP-1R inv ag: 4% | GLP1R cytotox: 4%

SMILES: Cc1ccc(NC(=O)C2CCCN2S(=O)(=O)c2cccc3cccnc23)cc1C (centres undefined)
  TDP-43 yeast inh: 25% | GLP-1R inv ag: 9% | GLP1R cytotox: -2%

Continued:
SMILES	TDP-43 yeast inh	GLP-1R inv ag	GLP1R cytotox
CCOc1ccc(-n2cc(-c3ccccc3)c3c(NCCc4ccccc4)ncnc32)cc1	10%	?	6%
CCOc1cc(C(=O)NCc2nc(-c3cccc(C)c3)no2)cc(OCC)c1OCC	-3%	1%	12%
Cc1nc(N2CCOCC2)c2c(C(=O)N3CCN(c4cccc(C)c4C)CC3)c(C)oc2n1	?	-15%	-1%
Cc1ccc2c(c1)cc1c(=O)n(CC(=O)NC(C)CCc3ccccc3)nc(C)n12 (centres undefined)	5%	-1%	-14%
Cc1cccc(OCC(=O)Nc2ccc3c(c2)N(C)C(=O)c2ccccc2S3)c1	0%	?	-19%
CCc1ccc2nc(N(Cc3cccnc3)C(=O)c3ccc(C#N)cc3)sc2c1	1.8µM*	7%	3%
CCc1nnc(SCc2ccc(F)cc2Cl)c2cc3sccc3n12	11%	4%	-2%
COc1ccc(NC(=O)c2nnn(CC(=O)Nc3c(C)cc(C)cc3C)c2N)cc1OC	0%	5%	0%
Cc1ccc(-n2c(=O)c3oc4ccccc4c3n(CC(=O)Nc3ccccc3)c2=O)cc1C	-4%	?	-14%
Cc1cccc(NC(=O)Cn2c(=O)n(Cc3ccc4c(c3)OCO4)c(=O)c3oc4ccccc4c32)c1C	?	1%	-12%
COc1ccc(NC(=O)c2c(-c3ccccc3)c(-c3ccccc3)nn(C)c2=O)cc1OC	15%	-9%	-12%
Cc1ccc2nc(-c3ccccc3F)c(Nc3ccc(Cl)cc3)n2c1	19%	11µM*	0%
CN(C)c1ccc(CNC(=O)c2cnc3sc(N4CCCCCC4)nn3c2=O)cc1	10%	2%	14%
COc1ccc(NC(=O)CC2C(=O)N(c3ccc(F)cc3)C(=O)N2Cc2ccco2)cc1 (centres undefined)	4%	-2%	-3%
Cc1c(C(=O)N(C)C)sc2c1c(=O)n(-c1ccc(Cl)c(Cl)c1)c(=O)n2Cc1ccc(F)cc1	11%	-1%	-10%
Cc1coc2c(C)c3oc(=O)c(CC(=O)NCc4ccccc4)c(C)c3cc12	11%	5%	2%
CCc1ccc(NC(=O)CSc2nccn2-c2ccc(OC)cc2)cc1	?	10µM*	-14%
CCn1c2ccccc2c2nnc(N3CCN(c4cccc(Cl)c4)CC3)nc21	14%	8%	15%
O=C(Cn1c(=O)n(Cc2ccc3c(c2)OCO3)c(=O)c2oc3ccccc3c21)Nc1ccccc1F	-3%	-13%	1%
COc1cccc(N2CC(NC(=O)C3CCCC3)CC2=O)c1 (centres undefined)	21%	9%	-10%
CN(C)c1ccc(CN(CC2CCCO2)C(=O)COc2ccccc2Cl)cc1 (centres undefined)	2%	?	-1%
COc1cccc(-n2ccnc2SCC(=O)Nc2c(C)cc(C)cc2C)c1	28%	?	-4%
CCC1CN(C(=O)N2CCC(C(=O)NCCCc3ccccc3)CC2)c2cc(C)ccc2O1 (centres undefined)	29%	?	0%
CCn1cc(S(=O)(=O)c2cc(C)cc(C)c2)c(=O)c2cc(F)c(N3CCC(C)CC3)cc21	2%	7%	-2%
CCOC(=O)c1cc(-c2ccc(OC)cc2)n(CCC(=O)NCc2ccc(OC)cc2)c1C	6%	-17%	-9%
Cc1ccc(C)n1-c1nnc(N2CCCC(C(=O)NCc3ccc(Cl)cc3)C2)s1 (centres undefined)	-7%	0%	7%
COc1cccc(C(=O)N2CCCCC2CCN2CCCCC2)c1 (centres undefined)	-1%	8%	3%
CCOC(=O)c1ccccc1NC(=O)CCc1nc(-c2ccc(C)cc2)no1	5%	12%	1%
COC(=O)c1ccc(NC(=O)CC2C(=O)N(c3ccccc3)C(=O)N2Cc2cccs2)cc1 (centres undefined)	11%	-13%	5%
CCOc1ccccc1CNC(=O)c1cc2cc(S(=O)(=O)N3CCCCC3)ccc2n1C	18%	-30%	0%
COc1ccccc1Cc1nc2ccccc2nc1SCC(=O)Nc1ccccc1C(F)(F)F	-12%	-1%	-10%
CCS(=O)(=O)c1ncc(Cl)c(C(=O)N2CCN(c3cccc(Cl)c3)CC2)n1	13µM*	?	?
O=C(c1ccc(CS(=O)c2ccccc2Cl)o1)N1CCN(c2ccccc2F)CC1 (centres undefined)	13µM*	?	?
CCOc1ccc(CCNCc2c(C(=O)O)n(Cc3ccc(C)cc3)c3cc(OC)ccc23)cc1	21%	-24%	-11%
Cc1ccccc1NC(=O)C(Cc1ccccc1)N1Cc2ccccc2C1=O (centres undefined)	?	-27%	-3%
Cc1cc(C)c(NC(=O)CSc2cn(CC(=O)N3CCOCC3)c3ccccc23)c(C)c1	17%	-6%	1%
Cc1c(Cl)cccc1NC(=O)CCS(=O)(=O)c1ccc2c(c1)CC(C)N2C(=O)C1CC1 (centres undefined)	12%	-7%	-7%
CCOc1ccc(CNc2cc(C)nc3nc(-c4cccc(C)c4)nn23)cc1OC	16%	13%	1%
CCC1CN(S(=O)(=O)c2cc(-c3cc(C)no3)ccc2OC)c2cc(Cl)ccc2O1 (centres undefined)	4%	?	-17%
CN(Cc1ccccc1)C(=O)c1ccc2c(c1)N(Cc1ccccc1Cl)C(=O)c1ccccc1S2	-10%	?	-19%
CCc1ccc(NC(=O)c2ccc(F)c(S(=O)(=O)NC3CCCCCC3)c2)cc1	20%	?	-29%
COc1ccc(-c2nc(Cn3c(SCc4cccc(C(F)(F)F)c4)nc4cccnc43)c(C)o2)cc1OC	?	?	-21%
O=S(=O)(c1ccc(F)cc1)N1CCC(Oc2cccc(C(F)(F)F)c2)CC1	11%	?	-10%
O=C(CCN1C(=O)c2ccccc2Sc2ncccc21)Nc1ccc(F)cc1	11%	-3%	-5%
COc1cccc2c1cc1c(=O)n(CC(=O)NCc3ccco3)nc(C)n12	3%	-9%	7%
COc1cccc(N2CC(NC(=O)c3ccc(S(=O)(=O)N4CCCC4)cc3)CC2=O)c1 (centres undefined)	20%	-1%	2%
Cc1ccc(Cc2nc3ccccc3nc2SCC(=O)N2CCCCC2)cc1	?	?	-1%
Cc1nc2cc(C(=O)NC3CCCCCC3)ccc2n1-c1ccc(Br)cc1	-1%	-7%	1%
CCOc1ccc(CNC(=O)c2ccc3c(c2)N(Cc2ccccc2)CCS3)cc1	-3%	-20%	4%
COc1cccc(CNC(=O)Cn2nc3c(cc2=O)CCCC3)c1OC	5%	1%	23%
CN1C(C(=O)c2ccccc2)=C(NC(=O)c2ccccc2Br)c2ccccc2S1(=O)=O	13%	-1%	-9%
CCCc1cc(=O)[nH]c(Nc2ccc(OCC)cc2)n1	18%	7%	-8%
O=C(NC1CCCC1)c1ccc2c(c1)N(Cc1ccc(F)cc1)C(=O)c1ccccc1S2	3%	?	-5%
COc1ccc(OC)c(NC(=O)c2c(NCc3cccs3)sc3c2CCCC3)c1	21%	-24%	-2%
CCCn1c2ccccc2c2cnn(CC(=O)N3CCCC(C(=O)OCC)C3)c(=O)c21 (centres undefined)	28%	-9%	-1%
CC(=O)Nc1ccc(NC(=O)C(c2ccccc2)N2Cc3ccccc3C2=O)cc1 (centres undefined)	12%	1%	12%
CCOc1ccc(C(=O)Nc2ccc(C(=O)OCc3cc(=O)n4c(C)csc4n3)cc2)cc1	?	?	0%
COC(=O)c1c(NC(=O)c2ccc(C(C)(C)C)cc2)sc2c1CCC(C)C2 (centres undefined)	11%	16%	1%
COc1ccc(NC(=O)N(CCC(C)C)C(C)c2cccs2)c(OC)c1 (centres undefined)	21%	?	3%
COc1cc(NC(=O)CCc2c(C)nn(-c3ccc(N4CCCCC4)nn3)c2C)cc(OC)c1OC	1%	6%	-2%
Following part:
SMILES	TDP-43 yeast inh	GLP-1R inv ag	GLP1R cytotox
CCOc1ccc(CCNC(=O)Cn2nc(CC)n3c(cc4sccc43)c2=O)cc1	11%	5%	6%
CCCN(C(=O)c1cc2c(s1)-c1ccccc1SC2)c1ccccc1F	8%	11µM*	0%
O=C1CC(c2ccc(F)cc2)c2c(n3c(nc4ccccc43)[nH]c2=O)N1 (centres undefined)	0%	7%	5%
CCN(c1ccc(Cl)cc1)S(=O)(=O)c1nnc(NC(=O)c2ccco2)s1	8%	?	1%
Cc1ccc(NC(=O)CN2C(=O)C(c3ccc(F)cc3)=NC23CCCCC3)c(C)c1	23%	?	-2%
Cc1ccc(OCC(=O)Nc2nc(-c3ccc(Br)cc3)ns2)cc1C	7%	5%	1%
